CXXC DNA block – qHTS Fluorescence Polarization Assay for Inhibitors of MLL CXXC domain - DNA interaction | Histone-lysine N-methyltransferase 2A (Homo sapiens), Q03164 | MLL-CXXC / FITC-HOXA9 DNA fluorescence polarization | Potency, µM (doses to about 115 µM), inactives show top-dose activity change, negative = inhibition, most hits filed as inhibitors | 290,000 tested, 0.037% active | AID 2662, 2010; active = well fitted inhibition curve with a large enough effect in the polarisation, with a control signal flat, not every such curve was filed as active; inconclusive = small, poorly fitted or top-dose-only effect, or effect the other way, or a change in a side signal; inactive = no such curve, though single readings can be large or run the other way; the % refers to the polarisation
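Purified MLL-CXXC (added from a 7 uM solution) was preincubated 5 min at ambient with pinned compounds in 50 mM Tris-HCl pH 7.5, 50 mM NaCl, 1 mM DTT, 0.05% BSA. Fluorescein-labeled HOX-A9 DNA (50 nM solution) followed, 30 min, then polarization read.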
FLuc modulator – qHTS profiling assay for firefly luciferase inhibitor/activator using purifed enzyme and Km concentrations of substrates (counterscreen for miR-21 project); Luciferin 4-monooxygenase (Photinus pyralis), P08659; purified FLuc, Km substrates, luminescence inhibition; Potency, µM (doses to about 57.5 µM), for the others: top-dose activity change, negative = inhibition, usual class: inhibitors; 360,000 tested, 6.9% active; AID 588342, 2011;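 note: plate controls were vehicle for no effect and reference inhibitor for full effect; nearly all actives have a fitted effect of over 55% in size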
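Biochemical qHTS of compounds, final roughly 60 µM downward over six points, against 10 nM purified firefly luciferase using Km concentrations of substrates (10 uM D-luciferin, 10 uM ATP) in Tris acetate pH 7.5 buffer; luminescence output.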
MBNL1-CUG inh – qHTS Assay for Inhibitors of MBNL1-poly(CUG) RNA binding | Potency, µM (doses to about 57.5 µM), without a hit: at the highest dose activity change, negative = inhibition, most hits filed as inhibitors | Muscleblind-like protein 1 (Homo sapiens), Q9NR56 | 280,000 tested, 0.036% active | TR-FRET MBNL1-His/biotin-(CUG)12 binding, 665/545 ratio; active = well fitted inhibition curve with a large enough effect in the signal ratio, with a control signal flat, not every such curve was filed as active; inconclusive = small, poorly fitted or top-dose-only effect, or effect the other way, or a change in a side signal; inactive = no such curve, though single readings can be large or run the other way; the % refers to the signal ratio; note: % is set by controls: 0 for no effect and ±100 for the full control effect
Target sequence (Q9NR56 whole entry, looked up): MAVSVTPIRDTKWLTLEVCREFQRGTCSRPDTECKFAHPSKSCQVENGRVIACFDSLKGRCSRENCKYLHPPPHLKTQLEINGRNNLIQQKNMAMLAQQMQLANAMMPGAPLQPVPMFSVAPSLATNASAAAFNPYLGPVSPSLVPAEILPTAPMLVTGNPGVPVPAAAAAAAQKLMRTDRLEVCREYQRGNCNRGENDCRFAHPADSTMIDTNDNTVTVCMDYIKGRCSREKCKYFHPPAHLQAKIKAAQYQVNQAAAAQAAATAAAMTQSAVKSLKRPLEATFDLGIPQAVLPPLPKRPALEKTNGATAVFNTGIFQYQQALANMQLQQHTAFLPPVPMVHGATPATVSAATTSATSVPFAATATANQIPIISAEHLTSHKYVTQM
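TR-FRET between His-tagged MBNL1 and biotin-(CUG)12 RNA, detected with Tb anti-His antibody (0.055 ng/ul) and streptavidin-XL665 (5 nM), 60 min at room temperature. Compounds titrated 92 nM to 58 uM; 665/545 nm ratio normalized to buffer and complex controls.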
uPA surface inh – qHTS for Inhibitors of Cell Surface uPA Generation; 330,000 tested, 0.31% active; cell surface uPA generation assay, qHTS; Potency, µM (doses to about 38.3 µM), for the others: top-dose activity change, negative = inhibition, hits mostly inhibitors; active = well fitted inhibition curve with a large enough effect; inconclusive = small, poorly fitted or top-dose-only effect; inactive = no such curve, though single readings can be large or run the other way; tested in mouse RAW 264.7 cells; note: % is set by controls: 0 for no effect and ±100 for the full control effect; nearly all actives have a fitted effect of over 55% in size
BRCA1 expr up – qHTS Assay to Identify Small Molecule Activators of BRCA1 Expression; Potency, µM (top dose mostly 46.1 µM), for inactives: at the top dose activation, hits mostly activators; MCF7-BRCA1-FFLuc reporter, luminescence, 48 h; response scale: scaled: vehicle 0%, 10 µM genistein 100%; 380,000 tested, 1.1% active; note: nearly all actives have a fitted effect of over 80% in size; some results filed as inactive show a strong effect at the top dose
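Reporter cells (MCF7, BRCA1 promoter-firefly luciferase) received library compounds across a concentration series for 48 h. End-point luminescence was measured and concentration-effect curves derived after normalization.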
NPC1 promoter act – qHTS Assay for NPC1 Promoter Activators. Huh7 NPC1 promoter luciferase reporter, 24 h. Potency, µM (doses to about 9.22 µM), for the others: at the highest dose activation, usual class: activators. 320,000 tested, 2.4% active. AID 485313, 2010;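 note: % of control where 0% means no effect; nearly all actives have a fitted effect of over 60% in size; reporter is driven by a mutant NPC1 promoter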
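Compounds in DMSO were transferred onto Huh7 NPC1-luciferase reporter cells pre-incubated 2 h; after 24 h at 37 °C, Amplite reagent was dispensed and luminescence recorded 10 min later.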
ELG1 genotoxic – qHTS screen for small molecules that induce genotoxicity in human embryonic kidney (HEK293T) cells expressing luciferase-tagged ELG1; 330,000 tested, 1.3% active; Potency, µM (top dose mostly 46 µM), for the others: at the top dose activity change, positive = activation, usual class: activators; HEK293T ELG1-luciferase reporter, luminescence, 16 h; note: % of control where 0% means no effect; nearly all actives have a fitted effect of over 60% in size
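16 hr compound incubation (37 °C, 5% CO2) of HEK293T cells carrying luciferase-tagged ELG1; luciferase then measured by ONE-Glo luminescence after 30 min at RT.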
RORgamma inh – qHTS for inhibitors of ROR gamma transcriptional activity | Potency, µM (doses to about 53.6 µM), without a hit: at the highest dose activity change, negative = inhibition, most hits filed as inhibitors | 310,000 tested, 5.4% active | Nuclear receptor ROR-gamma (Mus musculus), P51450 | Drosophila S2 Gal4-RORgamma UAS-luciferase reporter, 20 h | AID 2551, 2010; note: % is set by controls: 0 for no effect and ±100 for the full control effect; nearly all actives have a fitted effect of over 60% in size
Target sequence (P51450 whole entry, looked up, the tested form may be a part): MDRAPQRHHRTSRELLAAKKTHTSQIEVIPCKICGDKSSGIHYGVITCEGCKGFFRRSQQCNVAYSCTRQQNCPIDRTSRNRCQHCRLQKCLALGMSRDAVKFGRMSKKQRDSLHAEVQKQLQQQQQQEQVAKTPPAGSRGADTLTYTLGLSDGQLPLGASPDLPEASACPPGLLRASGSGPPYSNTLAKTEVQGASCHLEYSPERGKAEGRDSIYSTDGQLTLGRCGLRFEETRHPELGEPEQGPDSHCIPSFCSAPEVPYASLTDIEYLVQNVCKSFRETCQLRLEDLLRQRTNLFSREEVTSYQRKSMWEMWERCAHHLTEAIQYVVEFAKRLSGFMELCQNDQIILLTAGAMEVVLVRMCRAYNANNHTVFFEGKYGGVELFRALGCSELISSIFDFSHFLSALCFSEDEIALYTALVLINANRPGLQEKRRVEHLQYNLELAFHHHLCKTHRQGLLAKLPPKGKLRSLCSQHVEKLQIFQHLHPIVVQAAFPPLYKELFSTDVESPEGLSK
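Compounds are pin-transferred onto Drosophila Schneider cells expressing a copper-inducible Gal4–ROR gamma transactivation domain fusion. After 1 hr, copper sulfate is added to 700 uM final; luciferase is read 20 hr later.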
Rab9 prom act – qHTS Assay for Rab9 Promoter Activators. AID 485297, 2010. Potency, µM (highest dose often 9.22 µM), for inactives: at the top dose activation, negative = inhibition, hits mostly activators. Huh7 Rab9 promoter-luciferase reporter, luminescence, 24 h. 320,000 tested, 2.8% active; note: % of control where 0% means no effect; nearly all actives have a fitted effect of over 60% in size
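Cell-based reporter: Huh7 stable for Rab9 promoter-driven luciferase, plated in reduced-serum medium with 10% FBS at 1500 cells/well, compound-treated 24 h at 37 °C, luminescence read after 10 min reagent.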
VP16 counter – VP16 counterscreen qHTS for inhibitors of ROR gamma transcriptional activity; Drosophila S2 Gal4-VP16 UAS-luciferase, luminescence, 20 h; Potency, µM (titrated, usually from 53.6 µM), for inactives: at the highest dose activity, negative = inhibition, most hits filed as inhibitors; 310,000 tested, 3.5% active; AID 2546, 2010;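 note: Gal4-VP16 expression switched on by copper sulfate through the metallothionein promoter; % is set by controls: 0 for no effect and ±100 for the full control effect; nearly all actives have a fitted effect of over 50% in size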
p53 reactivator – qHTS assay for re-activators of p53 using a Luc reporter. H1299 p53-A138V BP100-luciferase reporter, luminescence, 24 h. Potency, µM (doses to about 92.2 µM), inactives show at the highest dose activity change, positive = activation, usual class: activators. 320,000 tested, 0.063% active. AID 504706, 2011; note: % of control where 0% means no effect; nearly all actives have a fitted effect of over 45% in size
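H1299 (p53-null), stable ts p53-A138V + BP100-Luc; 1000 cells/well, Opti-MEM/10% FBS; cpd 4 pt, 1:5; 24 h, 37 deg C, 5% CO2; detection reagent 10 min RT; luminescence.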
* marks the source's active call; other numbers are inactive results; ? = inconclusive; · = no result given; [ ] = remark or other dose. Unless noted, calls come from the whole dose curve; as a rule, active = well fitted curve in the direction sought with a large enough effect; inconclusive = small, poorly fitted or top-dose-only effect, or another doubt; inactive = no such curve, though single readings can be large; an effect the other way counts as inactive or inconclusive. Potency is the fitted concentration of half-maximal effect.

cpd	Structure	CXXC DNA block	FLuc modulator	MBNL1-CUG inh	uPA surface inh	BRCA1 expr up	NPC1 promoter act
1	COc1ccc(C2(CNC(=O)c3ccccc3)CCCC2)cc1OC	1%	7%	-4%	-4%	17%	0%
2	CCOc1ccccc1NC(=O)Nc1ccc(CC#N)cc1	-3%	?	·	18%	58%	16%
3	Cc1cccc(C)c1NC(=O)CSc1nnc(C)c(=O)[nH]1	-2%	-7%	-15%	1%	-22%	-5%
4	CCOC(=O)c1[nH]c2ccc(OC)cc2c1NC(=S)N1CCN(c2cccc(C)c2C)CC1	11%	0%	115%[activator]	-18%	-61%	-8%
5	COc1cccc(OCC(O)CN2CCN(c3ccccn3)CC2)c1 (stereo not given)	-5%	3%	-22%	-5%	0%	-3%
6	CCOC(=O)CNC(=O)C(Cc1ccccc1)NS(=O)(=O)c1cccs1 (stereo not given)	2%	0%	5%	-7%	2%	-1%
7	Cc1ccccc1C(=O)NC1CCN(Cc2nnnn2C2CCCC2)CC1	-5%	-2%	-4%	-3%	0%	0%
8	CCCCNC(=S)Nc1ccc2nc3n(c(=O)c2c1)CCCCC3	17%	-10%	·	1%	13%	-1%
9	CC(Oc1cccc2ccccc12)C(=O)N/N=C/c1cccnc1 (stereo not given)	-3%	1%	9%	2%	-1%	3%
10	Cc1nn(C)c(C)c1CN(C)C(=O)c1nn2c(c1Br)NC(c1cccs1)CC2C(F)(F)F (stereo not given)	-2%	-2%	3%	1%	-29%	0%
11	CCCCS(=O)(=O)NC1=NCN(Cc2ccco2)CN1	-9%	-4%	2%	-5%	3%	0%
12	CCn1c(=O)n(CC)c2cc(N3CCCC3)c(NC(=O)c3cccc(C)c3)cc21	5%	1%	-7%	-5%	-4%	-1%

cpd	ELG1 genotoxic	RORgamma inh	Rab9 prom act	VP16 counter	p53 reactivator
1	-5%	?	2%	9%	·
2	-3%	17%	13%	2%	-2%
3	2%	-24%	-3%	-6%	0%
4	-5%	4.5µM*	1%	?	-33%[inhibitor]
5	0%	-19%	-14%	6%	0%
6	-4%	10%	-3%	2%	1%
7	6%	-18%	-1%	-10%	3%
8	0%	9%[10 µM]	-2%	2%	10%
9	4%	1%	-4%	-7%	-6%
10	-4%	15%	-11%	1%	-13%
11	-2%	-15%	0%	-4%	0%
12	-3%	-26%	-1%	-15%	-5%

Copied from the list:
cpd 7 in MBNL1-CUG inh = -4%
cpd 12 in VP16 counter = -15%

Next section.
cpd	Structure	CXXC DNA block	FLuc modulator	MBNL1-CUG inh	uPA surface inh	BRCA1 expr up	NPC1 promoter act
13	CCN(C(=O)Cc1cccs1)c1nnc(-c2cccnc2)s1	10%	-20%	7%	-4%	76%	6%
14	C=CCn1c(SCC#N)nnc1-c1ccc2ncccc2c1	-3%	3%	9%	-2%	9%	-4%
15	COCCNC(=O)c1cccc(OC2CCN(Cc3ccc(OC(F)F)cc3)CC2)c1	-22%	-1%	-3%	-3%	-12%	-7%
16	Cc1cc(C)cc(NC(=O)CSc2nnc(-c3ccccc3)n2N)c1	-15%	-5%	7%	-2%	2%	8%
17	Cc1ccc(N2C(=O)C3C(C2=O)C(C(=O)c2ccc(Cl)cc2)N2CCCC32)cc1 (stereo not given)	7%	-7%	19%	-3%	-19%	6%
18	CC(C)CN(C(=O)CSc1ncnc2sccc12)C1CCS(=O)(=O)C1 (stereo not given)	·	4%	·	15%	-11%	-3%
19	CC(C)(C)N(Cc1ccccc1)C(=O)COC(=O)CN1C(=O)C2CC=CCC2C1=O (stereo not given)	0%	-2%	-3%	-3%	1%	-6%
20	O=C(O)CC(NCc1ccco1)C(=O)OCCc1ccccc1 (stereo not given)	-7%	1%	10%	12%	23%	-1%
21	Cc1ccc2nc(N3C(=O)C(O)=C(C(=O)c4ccc(C)o4)C3c3ccc(O)cc3)sc2c1 (stereo not given)	·	1%	·	14%	0%	-10%
22	Cc1cccc(NC(=O)C(C)OC(=O)c2ccccc2NS(=O)(=O)c2cc(C)c(C)c([N+](=O)[O-])c2)c1 (stereo not given)	11%	2%	-21%	5%	-49%	-3%
23	CCCCc1cc(=O)oc2cc(OCC(=O)N3CCC(C(N)=O)CC3)ccc12	-2%	-8%	2%	4%	23%	5%
24	Cn1c(CO)cnc1S(=O)(=O)Cc1ccc([N+](=O)[O-])cc1	5%	1%	48%[activator]	2%	-17%	-1%

cpd	ELG1 genotoxic	RORgamma inh	Rab9 prom act	VP16 counter	p53 reactivator
13	7%	14%	14%	19%	12%
14	0%	10%	-5%	-3%	-2%
15	-9%	4%	-2%	-4%	·
16	1%	-10%	9%	2%	-5%
17	15%	?	-1%	11%	?
18	-2%	·	-1%	·	-2%
19	-5%	8%	0%	8%	14%
20	0%	-2%	12%	-9%	6%
21	-2%	·	0%	·	-5%
22	-8%	35%	-1%	-2%	14%
23	1%	20%	-4%	-3%	7%
24	-1%	-15%	10%	5%	1%

Only CXXC DNA block and ELG1 genotoxic, for 2 of the compounds above:
| No. | structure | CXXC DNA block | ELG1 genotoxic |
| --- | --- | --- | --- |
| 19 | CC(C)(C)N(Cc1ccccc1)C(=O)COC(=O)CN1C(=O)C2CC=CCC2C1=O (stereo not given) | 0% | -5% |
| 20 | O=C(O)CC(NCc1ccco1)C(=O)OCCc1ccccc1 (stereo not given) | -7% | 0% |

(cont.)
cpd	Structure	CXXC DNA block	FLuc modulator	MBNL1-CUG inh	uPA surface inh	BRCA1 expr up	NPC1 promoter act
25	CC1=C(C(=O)Nc2cc(C(=O)NCCC(C)C)ccc2C)SCCO1	5%	2%	-1%	1%	0%	-6%
26	CS(=O)(=O)N(CCc1ccccc1)CC(=O)NCc1ccccn1	9%	-1%	-4%	1%	-9%	1%
27	O=C(NCc1ccco1)c1ccc(COc2cccc3ccccc23)cc1	5%	-1%	-4%	3%	74%	0%
28	CCN1C=C(C(=O)OC)C(c2cccc(C)c2)C(C(=O)OC)=C1	-5%	2%	11%	-1%	1%	-1%
29	COc1ccc(C(CNC(=O)C2CC(=O)N(Cc3ccccc3)C2)N2CCCC2)cc1 (stereo not given)	·	-13%	·	6%	5%	1%
30	CC/C(=N/NC(=O)c1ccccc1)c1ccc(OCCN2CCOCC2)cc1	15%	?	1%	-5%	71%	-2%
31	COc1cccc(C(=O)Nc2ccc(NC(=O)C3C4C=CC(C4)C3C(=O)O)cc2)c1 (stereo not given)	-6%	?	3%	?	-23%	21%
32	CCOC(=O)C1=C(C)Nc2ccccc2N=C1NC(=O)CCCN1C(=O)c2ccccc2C1=O	17%	6%	1%	3%	-19%	-2%
33	CC(=O)Nc1ccc(OC(=O)Cc2ccc(Cl)cc2)cc1	69%[activator]	-6%	-3%	0%	1%	-4%
34	Cc1cc(C)cc(NC(=O)C2C3C=CC4(O3)C2C(=O)N(CCCN2CCCCC2)C4C(=O)NC2CCCCC2)c1 (stereo not given)	1%	1%	-5%	1%	-7%	-7%
35	CC(C)(C)C1CCC(OCC(O)CN2CCN(c3ccccn3)CC2)CC1 (stereo not given)	7%	-2%	-4%	-9%	-43%	-9%

cpd	ELG1 genotoxic	RORgamma inh	Rab9 prom act	VP16 counter	p53 reactivator
25	3%	-21%	-1%	3%	1%
26	8%	-5%	-6%	-1%	-5%
27	-2%	?	-4%	-2%	3%
28	-10%	-3%	7%	-3%	-7%
29	1%	·	1%	·	?
30	6%	-40%	-4%	-7%	?
31	-3%	36%	12%	-9%	32%
32	-2%	-2%	-2%	8%	1%
33	0%	8%	0%	-6%	20%
34	0%	5%	1%	-8%	10%
35	-12%	-10%	10%	-4%	6%

Some of the compounds tested. The share of hits here may be higher or lower than overall.
